PAFAH2 FP inh – PAFAH2 (human) inhibition. inhibition, % at 3.39 µM. 0.99% of 340,000 active. recombinant PAFAH2, FP-rhodamine activity probe, fluorescence polarization. AID 492956;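 active = inhibition above the mean over all tested compounds plus 3 SD, cut at about 30% in these data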;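 note: inhibitors block probe labeling of enzyme so polarization drops; 0% = enzyme with DMSO and 100% = wells lacking PAFAH2 protein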
PAD4 inh – inhibitors of human PAD4; recombinant PAD4, RCA probe fluorescence polarization; inhibition, % at 6.36 µM; 0.41% of 330,000 active;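 active = percent inhibition above a cutoff equal to the mean of all tested compounds plus 3 SD, cut at about 15% in these data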;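 note: 0% = PAD4 with RCA probe and DMSO and 100% = probe without PAD4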
Target sequence (Q9UM07 whole entry, looked up): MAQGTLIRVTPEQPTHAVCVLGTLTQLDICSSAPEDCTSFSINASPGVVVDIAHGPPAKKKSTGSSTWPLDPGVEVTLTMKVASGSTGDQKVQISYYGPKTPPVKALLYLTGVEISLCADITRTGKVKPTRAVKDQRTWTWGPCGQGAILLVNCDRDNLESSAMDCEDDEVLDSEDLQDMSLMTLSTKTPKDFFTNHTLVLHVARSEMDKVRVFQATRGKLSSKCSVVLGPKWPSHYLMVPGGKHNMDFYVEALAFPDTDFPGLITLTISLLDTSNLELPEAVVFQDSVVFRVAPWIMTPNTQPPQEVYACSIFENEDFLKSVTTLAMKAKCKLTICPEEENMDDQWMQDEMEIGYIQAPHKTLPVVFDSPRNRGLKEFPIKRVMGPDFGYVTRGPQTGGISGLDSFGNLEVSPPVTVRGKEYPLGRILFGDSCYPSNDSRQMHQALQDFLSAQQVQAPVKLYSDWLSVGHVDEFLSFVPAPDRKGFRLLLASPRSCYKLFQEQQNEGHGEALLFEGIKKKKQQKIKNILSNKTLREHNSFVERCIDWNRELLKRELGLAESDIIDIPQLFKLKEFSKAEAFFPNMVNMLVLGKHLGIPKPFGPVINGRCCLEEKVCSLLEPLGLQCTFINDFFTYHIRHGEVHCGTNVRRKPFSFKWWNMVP
GSTO1 counter – blocks human GSTO1 in RBBP9 counter-screen. P78417. recombinant GSTO1, activity-based probe fluorescence polarization. inhibition, % at 5.96 µM. 1.1% of 300,000 active. AID 1974;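 active = inhibition above the campaign mean inhibition plus 3 SD, cut at about 35% in these data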;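 note: 0% = GSTO1-1 with DMSO and 100% = wells lacking GSTO1-1 enzyme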
LYPLA1 inh – blocks human lysophospholipase 1, a PME1 counter-screen | O75608 | recombinant LYPLA1, FP-Rh probe fluorescence polarization | inhibition, % at 5.9 µM | 0.16% of 320,000 active | AID 2174;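 active = inhibition above the mean of all tested compounds plus 3 SD, set per campaign, cut at about 14% in these data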;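 note: inhibitors block serine hydrolase probe labeling of LYPLA1 so polarization falls; 0% = enzyme with DMSO and 100% = wells lacking LYPLA1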
PAFAH1B3 FP inh – PAFAH1B3 (human) inhibition; Q15102; recombinant PAFAH1B3, FP-rhodamine probe, fluorescence polarization; inhibition, % at 3.39 µM; 0.28% of 340,000 active;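 active = inhibition above the screen-wide average of all tested compounds plus 3 SD, cut at about 25% in these data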;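 note: 0% = enzyme with DMSO only and 100% = wells lacking PAFAH1B3 protein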
LYPLA2 inh – counter-screen for PME1 inhibitors: inhibitors of human LYPLA2. O95372. recombinant LYPLA2, FP-Rh probe fluorescence polarization. inhibition, % at 5.9 µM. 0.38% of 320,000 active;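 active = inhibition above the screen-wide mean plus 3 SD, limit set per campaign, cut at about 26% in these data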;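 note: 0% = LYPLA2 with DMSO and 100% = wells lacking LYPLA2 enzyme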
Target sequence (O95372 whole entry, looked up): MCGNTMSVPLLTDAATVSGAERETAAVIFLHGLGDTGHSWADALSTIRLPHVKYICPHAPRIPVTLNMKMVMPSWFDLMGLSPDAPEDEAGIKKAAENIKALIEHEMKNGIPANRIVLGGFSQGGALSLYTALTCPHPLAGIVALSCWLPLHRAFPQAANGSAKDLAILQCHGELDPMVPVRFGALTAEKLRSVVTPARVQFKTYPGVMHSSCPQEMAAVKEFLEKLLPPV
PAFAH1B2 inh – blocks human PAF acetylhydrolase 1b catalytic subunit 2; P68402; recombinant PAFAH1B2, FP-rhodamine activity probe, fluorescence polarization; inhibition, % at 3.39 µM; 1.2% of 340,000 active;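 active = inhibition above the mean of all tested compounds plus 3 SD, cut at about 24% in these data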;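 note: 0% = enzyme with DMSO and 100% = wells lacking PAFAH1B2; many of its hits are not listed in these tables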
PME-1 primary – blocks human protein phosphatase methylesterase 1 | recombinant PME-1, FP-Rh probe fluorescence polarization | inhibition, % at 5.9 µM | AID 2130 | 0.53% of 320,000 active | Q9Y570;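 active = inhibition above the campaign mean of all compounds plus 3 SD, cut at about 26% in these data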;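 note: competitive labeling of PME-1 active site by serine hydrolase directed probe; 0% = PME-1 with DMSO and 100% = wells lacking PME-1 enzyme; inhibitors block probe labeling so polarization falls and inhibition rises; many of its hits are not listed in these tables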
pPAFAH FP inh – inhibitors of human plasma PAF acetylhydrolase (pPAFAH); 1.5% of 330,000 active; inhibition, % at 3.39 µM; recombinant pPAFAH, FP-rhodamine probe fluorescence polarization;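 active = inhibition above the mean inhibition across the screen plus 3 SD, cut at about 25% in these data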;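 note: inhibitors block binding of the rhodamine activity-based probe so polarization drops; 0% = enzyme with DMSO and 100% = wells lacking pPAFAH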
Active calls of the source: *; . = no result given. Not all compounds are listed; the hit share may differ from the screen's.

SMILES	PAFAH2 FP inh	PAD4 inh	GSTO1 counter	LYPLA1 inh	PAFAH1B3 FP inh	LYPLA2 inh	PAFAH1B2 inh	PME-1 primary	pPAFAH FP inh
COc1cc(COCC(O)CN2CCN(CCN3C(=O)c4cccc5cccc(c45)C3=O)CC2)cc(OC)c1OC (stereo not given)	-8	-3	-12	1	7	11	4	-8	4
O=C(NNC(=O)c1cc(-c2ccco2)nc2ccccc12)c1ccccc1	-2	-11	5	-10	10	-13	6	-7	4
CCC1Sc2ccc(S(=O)(=O)CCC(=O)Nc3ccc(C(=O)OC)cc3)cc2NC1=O (stereo not given)	-5	-2	5	0	0	10	-1	6	3
COCCCn1c(=NC(=O)c2ccncc2)c(C#N)cc2c(=O)n3cccc(C)c3nc21	19	-2	-3	3	13	8	7	2	1
N#Cc1c(NC(=O)C2CC(Cl)=CCC2C(=O)O)sc2c1CCCCC2 (stereo not given)	9	4	-7	-3	4	-6	10	0	4
COC(=O)C1=CN(C(C)C)C=C(C(=O)OC)C1c1cccc(OC)c1	-3	-5	-11	2	1	-4	2	-2	1
CCOc1ccc(S(=O)(=O)NCc2cccnc2)cc1C	-4	-6	-2	-5	10	-5	4	3	7
CC1CCCN(CCC(=O)Nc2ccccc2)C1 (stereo not given)	2	-4	-2	-3	13	-7	3	-2	0
Cn1c(SCC(=O)Nc2ccc(Br)cn2)nnc1C1CC1	0	156*	4	0	-2	0	3	5	1
O=C(CSc1n[nH]c(-c2ccccn2)n1)Nc1ccc(F)cc1	-2	-4	24	-2	8	-9	4	-4	-5
Cc1ccc(NC(=O)CCNS(=O)(=O)c2ccccc2F)cc1S(=O)(=O)N1CCOCC1	6	-1	5	2	-2	5	-3	8	6
CC1CCN(S(=O)(=O)c2ccc(NC(=O)C3CSC4(C)CCC(=O)N34)cc2)CC1 (stereo not given)	2	1	-13	-4	10	-3	16	0	10
CSC1=NCCN1C(=O)C12CC3CC(CC(C3)C1)C2	-3	4	-5	1	5	6	10	0	5
Cc1cc(=O)oc2c(C)c(OC3CCCCC3=O)ccc12 (stereo not given)	-5	5	-8	-4	4	0	2	-1	5
Cc1ccc(Cc2nc(-c3cccnc3)no2)cc1	-2	0	1	-2	13	2	1	3	9
CCCC1=C(C(=O)OCC)C(c2c(C)nn(-c3ccccc3)c2Cl)C(C#N)=C(N)O1 (stereo not given)	-3	-6	10	1	7	8	5	11	3
Cn1ncc(SCc2ccccc2)c(Cl)c1=O	.	-2	4	2	.	8	.	-2	1
CN(C)S(=O)(=O)c1cc(C(=O)OCCn2cnc3c2c(=O)n(C)c(=O)n3C)ccc1Cl	-3	0	7	-1	8	-2	2	2	1
O=C(NC(=S)Nc1ccc2oc(=O)ccc2c1)c1ccco1	-8	0	-2	3	4	2	0	6	0
CCC(C(=O)NCc1cccnc1)n1nc(C)n2c(cc3occc32)c1=O (stereo not given)	-1	0	2	-1	2	-2	3	2	2
CCCC(c1nnnn1C(C)(C)C)N1CCN(Cc2ccccc2OC)CC1 (stereo not given)	-1	-4	-5	0	8	-1	3	-3	-2
COc1ccc(/C=N/NC(=O)c2cccnc2)cc1COc1ccc(NC(C)=O)cc1	-6	-4	-4	-5	3	-6	4	-4	1
COc1ccccc1CNC(=O)c1ccc(CS(=O)(=O)c2ccc(C)cc2)o1	10	2	0	0	3	6	3	12	12
COc1ccc(N2CCN(C(=O)CSc3nnc(COc4cccc5cccnc45)o3)CC2)cc1	7	-1	5	12	12	19	0	0	3
CCOC(=O)C1CCCN(CC(=O)Nc2cc(C)cc(C)c2)C1 (stereo not given)	1	1	9	3	6	2	1	-1	3

(next part)
SMILES	PAFAH2 FP inh	PAD4 inh	GSTO1 counter	LYPLA1 inh	PAFAH1B3 FP inh	LYPLA2 inh	PAFAH1B2 inh	PME-1 primary	pPAFAH FP inh
COc1ccc(CCNC(=O)COC(=O)Cn2cnc3ccccc3c2=O)cc1	2	2	10	1	2	4	0	0	-2
CCOC(=O)CCc1c(C)nc2cc(-c3ccc(F)cc3)[nH]n2c1=O	3	-1	-5	0	8	2	-4	-31	2
Cc1cc(C)c(-n2c(SCC(=O)N3CCOCC3)n[nH]c2=O)c(C)c1	3	-2	0	-2	7	-6	-2	1	-3
Cc1cc(NC(=O)COC(=O)CCNS(=O)(=O)c2c(Cl)cccc2Cl)no1	-1	0	-1	0	13	-12	6	2	0
CCOc1ccc([N+](=O)[O-])cc1CNC1CCCCCCC1	1	1	1	1	7	-6	2	1	-2
O=C(c1ccc2c(c1)OCO2)N1CCN(c2ccc(Cl)cc2)CC1	0	-3	10	0	4	8	0	2	6
CCCn1nnnc1SCC(=O)N(C(C)C)C(C)C	-2	-6	14	-4	-5	-13	0	-10	-5
O=C(NCc1ccccc1)c1ccc(CS(=O)Cc2ccc(Cl)cc2)o1 (stereo not given)	3	-4	-1	-2	6	0	4	-2	11
Cc1cc(C)n2nc(CC(=O)NCc3ccccc3Cl)nc2n1	-5	0	5	-2	1	0	0	5	1
CCOC(=O)C1CCN(C(=O)COC(=O)c2cc(-c3cccs3)nn2-c2ccccc2)CC1	11	0	-1	0	6	-1	8	0	4
Cc1ccc(-c2cc(C(=O)NN=C3CCCC3)c3ccccc3n2)cc1	-7	3	2	-12	-2	-24	-4	-18	-8
Cc1cc(C)nc(SCc2nc3ncccn3c2Br)n1	3	-5	-1	0	4	3	-2	5	5
CC1(C)Oc2ccc3ccc(=O)oc3c2-c2cnoc21	-9	1	4	-1	10	0	1	1	3
CC(C)c1ccc(NC(=O)CCCN2C(=S)NC(C)(C)CC2C)cc1 (stereo not given)	5	0	4	0	14	0	4	-2	6
Cc1ccc(-n2nc3c(=O)n(CC(=O)NCCc4ccco4)nc(C)c3c2C)cc1	2	2	-4	6	6	7	9	2	0
COc1ccccc1N1CCN(c2ccc([N+](=O)[O-])cc2Cl)CC1	1	-5	6	1	-6	1	-1	1	11
CC(C)n1nnc2c(=O)oc3ccccc3c21	2	-1	6	3	11	-3	0	-2	2
CSCC[C@H](NC(=O)OC(C)(C)C)C(=O)N/N=C/c1cccc2cccnc12	-7	2	-3	3	-2	9	-7	2	-3
Cc1occc1-c1nnc(SCC(=O)Nc2ccc(F)cc2)n1Cc1ccccc1	1	0	-1	0	3	-2	5	0	6
Cn1nnnc1SCCNCC#Cc1ccccc1	-3	-1	2	-6	-4	-8	2	-10	2
CC(CN1CCC(n2nccc2NC(=O)c2ccccc2Cl)CC1)c1ccccc1 (stereo not given)	7	1	7	-5	6	-7	5	-2	0
Cc1cc(S(=O)(=O)Nc2nc(CN3CCOCC3)nc3sc4c(c23)CCCC4)ccc1F	7	-1	0	-4	8	-3	8	-2	11
Cc1ccc(NC(=O)[C@H](C)NC(=O)C2CCN(C(=O)[C@H](CC(C)C)NC(=O)OC(C)(C)C)CC2)cc1	-1	0	0	2	-3	4	0	-10	2
COc1cc(OC)cc(-c2nc(-c3ccccc3)no2)c1	-9	-3	-10	0	1	-4	3	-1	0
NC(=O)CC[C@@H]1NC(=O)[C@H](Cc2ccc(O)cc2)NC(=O)c2cc([N+](=O)[O-])cc(F)c2OCC[C@@H](C(N)=O)NC1=O	10	1	0	0	-6	-3	6	-3	2

Whole records from above:
Listed for CCC(C(=O)NCc1cccnc1)n1nc(C)n2c(cc3occc32)c1=O (stereo not given) = PAFAH2 FP inh = -1; PAD4 inh = 0; GSTO1 counter = 2; LYPLA1 inh = -1; PAFAH1B3 FP inh = 2; LYPLA2 inh = -2; PAFAH1B2 inh = 3; PME-1 primary = 2; pPAFAH FP inh = 2
Listed for O=C(NC(=S)Nc1ccc2oc(=O)ccc2c1)c1ccco1 = PAFAH2 FP inh = -8; PAD4 inh = 0; GSTO1 counter = -2; LYPLA1 inh = 3; PAFAH1B3 FP inh = 4; LYPLA2 inh = 2; PAFAH1B2 inh = 0; PME-1 primary = 6; pPAFAH FP inh = 0

Next section
SMILES	PAFAH2 FP inh	PAD4 inh	GSTO1 counter	LYPLA1 inh	PAFAH1B3 FP inh	LYPLA2 inh	PAFAH1B2 inh	PME-1 primary	pPAFAH FP inh
Nc1c([N+](=O)[O-])c(=O)oc2ccccc12	2	-4	5	-1	5	4	2	3	4
Cc1ccc(C(=O)NCC(c2cccs2)N(C)C)cc1S(=O)(=O)N1CCOCC1 (stereo not given)	3	1	.	0	-2	-7	1	-1	1
COc1ccc2cc3cc(C(=O)N4CCCCC4C)oc3nc2c1 (stereo not given)	1	1	4	-4	5	2	1	5	-3
CCOC(=O)N1CCN(C(=O)CSc2ccc(-c3ccc(OC)cc3)nn2)CC1	0	-6	2	0	3	0	4	2	3
COc1ccc(NC(=O)NCCCN2CCC(Cc3ccccc3)CC2)cc1	-1	-3	-11	3	1	-4	3	-6	-5
C/C(=N\O)C(C)(C)Nc1ccc(F)cc1	11	-2	2	-1	5	-19	5	1	-2
O=C(COC(=O)CCc1nc2ccccc2c(=O)[nH]1)Nc1ccccc1OC(F)F	7	0	.	-2	-2	1	-1	-7	-6
Cc1ccc(NC(=O)CNc2cccc(S(=O)(=O)N3CCOCC3)c2)cc1F	0	2	1	0	7	1	1	5	7
Cc1cc(C)n(S(=O)(=O)c2ccccc2[N+](=O)[O-])n1	0	3	4	-1	-1	9	1	2	5
COCCNC(=O)c1ccccc1NC(=O)c1ccccc1SC	-5	1	4	0	1	2	2	4	5
C=CCn1c(SCC(=O)N2CCN(CCO)CC2)nc2sc3c(c2c1=O)CCC3	0	-1	0	-6	2	-3	-2	2	2
Cc1nn(-c2ccccc2)c(Cl)c1C(=O)Nc1c(C)n(C)n(-c2ccccc2)c1=O	-8	-3	2	-4	10	-3	3	-5	4
CCOc1ccc(/C=C/C(O)=C2/C(=O)NC3(C)CC2c2ccccc2O3)cc1OC (stereo not given)	-5	-3	-11	2	-1	-1	0	2	5
COC(=O)C1(Cc2cc(-c3ccc(OC)cc3OC)no2)CCN(C(=O)OC(C)(C)C)CC1	-3	-3	0	-5	3	-10	7	-9	0
CCC(Oc1ccccc1)C(=O)Nc1ccc(S(=O)(=O)Nc2ncccn2)cc1 (stereo not given)	10	3	13	2	2	-4	3	-6	3
CCOCCc1nnc(NC(=O)c2cc(OC)c(OC)c(OC)c2)s1	2	-2	-4	-3	8	-6	1	-4	4
O=C(CSc1ncccn1)NCc1ccc(Cl)cc1	4	-8	6	3	6	-4	2	3	-7
COc1ccc(N2CC(=O)N(c3ccccc3)C2=S)cc1	3	-1	2	2	3	9	4	-4	2
O=C(NC(=S)N1CCN(c2ccccn2)CC1)c1ccco1	1	-3	-2	-2	0	-3	1	-3	-5
NC(=O)c1coc(-c2ccccc2)n1	-6	-1	8	-3	9	-1	5	1	-2
COc1ccc(CCNC(=O)CN2CCC(C(N)=O)CC2)cc1	8	4	2	2	1	2	1	2	1
O=[N+]([O-])c1cc([N+](=O)[O-])c2cc3ccccc3nc2c1	8	-12	39*	-3	18	3	9	10	17
Cc1cc(=O)oc2cc(Oc3ccc([N+](=O)[O-])cc3C(F)(F)F)ccc12	1	1	-8	2	-3	44*	6	8	14
CCCCNC(=O)NNC(=O)c1ccco1	1	-3	-4	-2	-2	2	-3	-7	5
CCc1nc(Cl)c(C#N)c2c1CSC(C)(C)C2	4	-4	3	-2	8	1	7	4	1
CCC1=Nc2cc(C(=O)NCc3ccco3)ccc2Sc2ccc(C)cc21	-1	-7	-7	-10	-1	-2	-3	-6	5
Cc1ccc2oc(=O)c3cnn(CC(=O)N4CCN(c5ccccn5)CC4)c3c2c1	-4	-2	4	1	4	3	-2	-5	2
Cc1ccc(NC(=O)c2ccc(CSc3nnc(-c4ccncc4)n3C)cc2)cc1	4	-2	2	-2	0	8	1	-3	22
